NSD2 HMT inh = NSD2 (human) methyltransferase inhibition; NSD2 peptide methylation, AlphaScreen, 120 min; AID 743445; 310,000 compounds, 0.54% hits; inhibition, % at 12.5 µM; O96028; in the data active = inhibition above about 50%
PvdQ acylase = P. aeruginosa PvdQ acylase inhibition | purified PvdQ acylase, fluorescence plate reader | inhibition, % at 10 µM | 340,000 compounds, 0.063% hits | AID 488965; in the data active = inhibition above about 30%, passing the limit was not always enough; inconclusive = no clear call, values can overlap the other calls;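 note: 0% = vehicle neutral wells and 100% = reference inhibitor wells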
RTF Ca sens inh = cardiac RTF calcium desensitization; AID 493244; IANBD-labeled cardiac RTF, Ca2+ fluorescence; inhibition, % at 7.15 µM; 340,000 compounds, 0.12% hits;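 active = inhibition above the mean inhibition of all tested compounds plus 3 SD, cut at about 17% in these data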;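 note: assay run at fixed EC70 calcium of 1.6 mM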
PfHsp90 set2 = inhibits growth of yeast expressing Plasmodium falciparum Hsp90; S. cerevisiae expressing PfHsp90, BacTiter-Glo ATP, 48 h; yeast lacking PDR1 and PDR3 efflux regulators; inhibition, % at 9.4 µM; 310,000 compounds, 0.32% hits;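 active = every replicate shows inhibition above about 80%, whatever the replicate mean, limit read from the data; inconclusive = mean inhibition reaches the set limit but some replicate falls short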;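 note: 0% = DMSO neutral controls and 100% = 20 µM radicicol positive controls; yeast relying on Plasmodium falciparum Hsp90 in place of its own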
C-LANA FP = KSHV C-LANA DNA binding inhibition. inhibition, % at 9 µM. AID 504423. 340,000 compounds, 0.078% hits. MBP-C-LANA/FAM-LBS DNA binding, fluorescence polarization;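 active = highest replicate inhibition at or above 60% at 9 µM, even if other replicates fall short; inactive = all replicates below 60% inhibition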;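 note: 0% = neutral control wells and 100% = 4 µM acridine orange control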
CDK5 inh = CDK5/p35 (human) kinase inhibition; Q00535+Q15078; Recombinant CDK5/p35, ADP-Glo luminescence, 60 min; 330,000 compounds, 0.01% hits; inhibition, % at 10 µM;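 active = highest replicate inhibition of at least 50% and at least 75% of replicates reaching 50%; inconclusive = only one of the two criteria met; inactive = both criteria failed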;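 note: plate controls were DMSO neutral control for no effect and GW8510 at 10 µM for full effect; many of its hits are not listed in these tables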
dFosB activator = activators of mouse delta FosB homodimer; 340,000 compounds, 0.99% hits; purified delta FosB, TAMRA-CDK5 oligo fluorescence polarization; percent of positive-control signal above neutral wells; activation, % at 25 µM; P13346;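 active = mean activation above about 17%, with every replicate also reaching it, limit read from the data, passing the limit was not always enough; inconclusive = only one of the two conditions met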;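 note: fluorescence polarization rise as delta FosB binds a TAMRA Cdk5 AP-1 oligo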
RTF Ca sens act = increases calcium sensitivity of human cardiac regulated thin filaments | 340,000 compounds, 0.24% hits | activation, % at 7.2 µM | AID 493008 | IANBD-labeled TnC RTF fluorescence at EC20 calcium; 0% EC20 calcium, 100% full calcium;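 active = activation above the mean over all tested compounds plus 3 SD, cut at about 30% in these data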;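 note: rise in fluorescence read as greater calcium sensitivity of cardiac thin filaments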
Rtt109 Vps75 = blocks Candida albicans Rtt109/Vps75 acetyltransferase activity; 330,000 compounds, 0.16% hits; purified Rtt109/Vps75, ThioGlo CoA-SH fluorescence, 4 h; AID 540336; inhibition, % at 34.9 µM; Q5AAJ8;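 active = inhibition of at least 50% in every replicate; inconclusive = best replicate reaches 50% inhibition but some replicates fall short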
Mot1-301 SUMO = blocks SUMOylation pathway, rescuing yeast Mot1-301 growth | S. cerevisiae Mot1-301 growth rescue, ATP luminescence, 38.5C; percent above DMSO median, 100 means doubled | growth rescue, % at 18.8 µM | 320,000 compounds, 1% hits;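 active = every valid replicate shows activation above 250% relative to neutral control wells; inactive = the rest, any valid replicate at or below 250%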;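 note: OY570 slx delta 5 strain wells were the positive control but not used for scaling; some compounds called inactive have numbers as strong as hits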
Keap1-Nrf2 PPI = inhibitors of human Keap1-Nrf2 protein-protein interaction; Q14145; Keap1 Kelch-Nrf2 peptide fluorescence polarization, 1536-well; inhibition, % at 9.4 µM; 340,000 compounds, 0.15% hits; in the data active = inhibition above about 12%; inconclusive = no clear call, values can overlap the other calls; inactive = below about 7.3%;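 note: human Keap1 Kelch domain with fluorescein labeled Nrf2 9mer peptide probe; 0% = neutral control wells and 100% = peptide positive control; higher means more block of Keap1 binding to Nrf2 peptide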
* marks the source's active call; other numbers are inactive results; ? = inconclusive; . = no result given.

smiles	NSD2 HMT inh	PvdQ acylase	RTF Ca sens inh	PfHsp90 set2	C-LANA FP	CDK5 inh	dFosB activator	RTF Ca sens act	Rtt109 Vps75	Mot1-301 SUMO	Keap1-Nrf2 PPI
CCn1ncc(C(=O)Nc2cc(C)on2)c1C	1.6	-9.2	-5.7	7.0	-0.3	-2.8	-7.8	3.0	7.9	-4.4	-0.3
O=C(NNC(=O)c1ccc2ccccc2c1O)c1cccs1	6.1	0.8	-0.4	14.3	0.8	1.9	-8.0	-0.3	5.6	0.6	5.1
Cc1ccc(CNS(=O)(=O)c2ccc3c(c2)CCN3C(=O)CCCC(=O)O)cc1	47.6	-18.6	8.6	-7.7	-1.0	-0.3	-4.1	-1.5	2.7	2.0	-0.8
O=C(NC1CCCC1)c1sc(=S)n2c1[nH]c(=O)c1ccccc12	10.3	-0.8	4.9	.	-2.0	-1.4	-12.9	-0.3	8.6	-15.7	1.8
C=CCNc1sc(C(=O)C2CC2)c(N)c1C#N	0.4	-2.9	0.8	13.0	0.3	0.3	-2.3	-2.8	-7.8	-0.8	-1.6
CCOC(=O)c1cnc2c(C(=O)OC)cccc2c1NCc1ccco1	-1.9	-10.6	-3.0	-20.8	1.6	-0.2	-0.6	-2.0	-7.5	-8.5	5.0
NC(=O)c1cc([N+](=O)[O-])ccc1NCc1cnccn1	.	1.7	-15.3	-1.2	1.0	3.9	0.4	-5.0	-1.6	1.1	1.4
COc1cccc(NC(=O)CN(C)C(=O)[C@@H]2CCCN2C(=O)c2cccs2)c1	-3.1	-6.4	-4.8	9.0	0.3	-0.6	-11.1	-2.8	-2.5	2.1	3.0
Fc1ccc(N2CCN(c3nnnn3-c3ccccc3)CC2)cc1	-6.9	2.4	1.9	-13.5	0.0	1.4	-8.7	9.3	9.5	9.3	-1.8
O=C(NCc1ccccc1)c1ccc2c(c1)C(=O)N(CC1CCCO1)C2=O (centres undefined)	-2.0	2.8	-6.0	.	-1.4	4.5	-3.2	-2.4	9.6	-5.4	-3.6
CCN1C/C(=C\c2cc(OC)c(OC)c(OC)c2)C2=NN(c3ccccc3)C(c3cc(OC)c(OC)c(OC)c3)C2C1 (centres undefined)	-0.6	-17.4	-3.0	7.2	1.7	-2.1	-11.0	4.8	-9.4	.	0.4
CC(=O)Nc1cccc(-c2nc3ccccc3[nH]2)c1	-0.3	-7.9	3.2	21.1	0.2	1.4	-12.1	2.6	-17.5	0.6	0.0
O=C(COC(=O)/C=C/C(=O)OCC(=O)Nc1ccccc1F)Nc1ccccc1F	-6.4	4.4	4.2	8.7	-0.1	2.0	1.9	-1.3	31.6	577.7	-1.8
CC1CCN(C(=O)Cn2cnc3c2c(=O)n(C)c(=O)n3C)c2ccccc2S1 (centres undefined)	1.3	-14.2	-1.9	17.0	-0.3	0.1	6.7	10.2	7.4	761.2*	3.0
CCN(CC)S(=O)(=O)c1ccc(N2CC(C(=O)NCc3ccc4c(c3)OCO4)CC2=O)cc1 (centres undefined)	-3.2	-12.7	-8.6	-6.3	-1.1	0.7	0.0	-0.3	-7.5	-8.4	-1.4
Cc1ccc(OCCOCCN2CCN(C)CC2)c([N+](=O)[O-])c1	1.6	7.8	13.2	-13.0	0.2	-1.2	1.8	-1.6	.	-12.5	-2.2
Cc1ccc(N2C(=O)CC(Sc3cccs3)C2=O)cc1 (centres undefined)	-1.7	-10.0	-1.6	9.0	-0.4	0.9	0.1	1.9	-1.1	319.6*	-5.9
CSc1ccc(CN(C)C(=O)c2cc3ccccc3o2)cc1	0.3	7.4	-1.5	-5.2	-1.6	0.6	1.4	0.8	12.0	-4.3	1.6
O=C(NCc1cccs1)c1ccccc1	43.5	-11.2	-4.0	-8.5	0.1	-0.7	-4.1	6.2	-5.4	-5.5	1.3
CCOC(=O)n1c(=O)n(Cc2ccc(OC)cc2)c2ccccc21	0.5	-13.8	0.1	13.2	1.4	-0.7	-13.8	2.6	-1.0	-11.6	-1.1
COc1ccc(S(=O)(=O)Cc2ccc(C(=O)N3CCN(c4cc(Cl)ccc4C)CC3)o2)cc1	.	-11.0	-2.1	5.0	1.9	0.4	-9.1	1.5	0.8	146.4	2.8
COC(=O)C1C(=O)C=C(Nc2ccc(F)cc2F)CC1c1ccc(OC)cc1 (centres undefined)	-3.2	-7.3	-30.4	15.9	-0.8	-2.6	-8.6	-4.3	-1.1	-24.2	2.8
CCN(CC)CCCNC(=O)c1ccc(Cl)c(S(=O)(=O)Nc2ccccc2OC)c1	36.4	-4.5	-5.3	-8.8	-1.1	2.6	-4.7	3.0	2.5	-20.4	-4.6
C#CCOCCOCCOCCNc1nc(N2CCN(C(=O)[C@H](CCCCN)n3cc([C@@H](N)[C@H](C)CC)nn3)CC2)nc(N2CCN(C(=O)[C@H](CCC(=O)O)n3cc([C@@H](N)CCCCN)nn3)CC2)n1	.	-8.1	0.9	3.3	-2.1	-0.1	2.5	2.6	-22.4	-4.3	-9.8
CCOc1ccc(-n2cc(C(=O)N3CCC(C)CC3)c3cc(OC)c(OC)cc3c2=O)cc1	0.4	2.4	-4.2	11.0	-4.7	-0.6	-5.2	-6.8	15.8	-25.5	-1.7
CCCCn1c2nc3ccccc3nc2c2c(=O)n(CCC(C)C)cnc21	-2.7	-2.5	0.0	-4.2	0.2	-1.6	-0.3	3.1	.	23.8	-5.0
CCOC(=O)Cn1c(=NC(=O)c2cccs2)sc2cc(C(=O)OC)ccc21	-0.9	-19.2	-19.6	-30.3	0.7	0.6	-4.5	0.7	1.1	1.7	-4.6
Brc1ccccc1C1=Nn2c(nnc2-c2ccco2)SC1	1.2	-5.4	3.5	3.2	1.1	-4.2	-11.6	-9.8	2.0	-3.2	0.9
O=C1N[C@@H](Cc2ccccc2)C(=O)N1CCN1CCOCC1	9.4	-3.4	-1.9	.	-0.4	-1.2	0.3	7.8	-2.4	0.4	1.3
Cc1nc(N2CCOCC2)c2c(C)c(C(=O)Nc3ccccc3C(F)(F)F)sc2n1	-2.7	-13.6	4.9	1.5	0.6	-1.2	-1.3	2.4	3.1	40.8	-1.5
O=C(COC(=O)C1CCN(S(=O)(=O)c2ccc3c(c2)OCCO3)CC1)NC1CCS(=O)(=O)C1 (centres undefined)	-2.6	6.8	-6.9	.	-2.2	0.2	-4.4	3.6	0.1	-13.8	-1.2
CC1(C)CC2CC(C)(CN2CC(=O)C(C#N)c2ccccc2)C1 (centres undefined)	.	-16.7	-19.1	1.3	-0.4	-3.7	-6.0	16.4	1.9	12.9	-2.3
Nc1nnc(CC2=CCCCC2)s1	-2.3	-9.9	-10.3	-14.1	-2.6	2.9	-10.1	-0.6	0.6	5.6	-1.9
Clc1ccc(-c2ccc(CNCc3ccccn3)o2)cc1	13.9	-8.8	-2.0	-60.8	-1.0	-3.0	-5.5	-0.1	-1.6	19.5	-0.4
COc1ccccc1NC(=O)CN1CCN(c2ccc(F)cc2)CC1	0.6	-5.5	-3.7	-4.3	-0.7	1.2	-1.9	1.9	-1.5	.	-2.0
CCN(CC)c1ccc(/C=C2/SC(=O)N(C(C)C)C2=O)o1	13.2	-13.6	-114.3	85.8*	-8.8	0.4	2.0	154.8*	2.7	.	-124.3
COc1ccc(-n2c(C)cc(/C=N/Nc3nc(N4CCOCC4)nc(N4CCOCC4)n3)c2C)cc1	.	11.7	-21.6	6.1	1.7	-1.2	-2.2	-1.0	1.6	-0.1	-2.0
COc1ccc(NC(=O)NC(C)(C(F)(F)F)C(F)(F)F)cc1	-2.2	-15.3	-6.3	7.5	2.1	-0.3	-0.4	-0.1	9.0	-20.7	-3.0
c1ccc(CN2CCN(C3=Nc4cccc5cccc3c45)CC2)cc1	-2.9	9.0	2.0	14.1	1.3	-1.9	15.8	-0.8	4.8	.	-6.5
Cc1cccc(-n2nc(C(=O)c3ccco3)cc(-c3nc4ccccc4[nH]3)c2=N)c1	8.0	12.3	8.9	4.4	0.2	-0.8	33.5*	2.9	.	-18.2	4.7
CCc1cc2c(N3CCN(c4nnc(CC)s4)CC3)ncnc2s1	.	-6.2	-12.3	.	-1.2	-1.2	-4.7	4.9	-4.3	-3.0	-0.9
O=C(NC(Cc1ccccc1)C(=O)O)/C(=C/c1ccccc1)NC(=O)c1ccc(Br)o1 (centres undefined)	6.0	-7.4	-11.6	5.2	1.2	0.0	-7.5	1.3	2.3	12.7	-6.3
O=C(/C=C/c1ccc(F)cc1)NC(=S)N1CCCCC1c1cccnc1 (centres undefined)	-0.1	-4.9	-2.8	1.5	1.4	-1.5	-9.8	14.1	5.4	-2.2	-5.5
COc1ccccc1C(=O)N/N=C(\C)CC(=O)Nc1ccc(Nc2ccccc2)cc1	-0.5	0.4	-1.3	-8.4	-0.6	-0.5	-10.4	-0.9	-7.3	243.2	1.6
COc1ccc(S(=O)(=O)Nc2nc3ccccc3nc2NCc2ccc3c(c2)OCO3)cc1	4.2	-5.6	7.2	3.1	0.4	-4.1	-12.8	4.3	3.8	10.9	-6.6
Cc1ccc(N2CCN(c3ccc(NC(=O)CCC(=O)O)cc3)CC2)cc1	0.3	-5.8	-9.2	6.9	-1.4	-1.6	-1.0	7.4	-2.3	-1.2	-3.4
Cc1c(NC(=O)C(=O)N/N=C/c2cccs2)c(=O)n(-c2ccccc2)n1C	-0.2	-4.5	-11.8	-0.4	-0.2	-0.5	2.8	-6.7	5.0	5.1	0.7
CC1=C(Cl)C2=NS(=O)(=O)CCN2C=C1Cl	.	-5.5	-5.7	6.6	0.2	-0.8	1.3	2.4	7.0	-3.6	0.3
CCOc1cc(/C=N\NC(N)=O)cc(Br)c1OC(C)C	-1.3	20.1	-6.9	2.7	-0.9	0.3	-3.8	3.4	7.1	-15.7	-5.3
CC1CCN(C(=O)CCC(=O)Nc2nnc(C3CCCCC3)s2)CC1	3.1	1.9	-0.9	13.9	-0.9	1.0	-6.1	2.9	2.7	-19.3	-2.3
O=C(O)c1cc([N+](=O)[O-])ccc1N1CCCCC1	5.4	16.5	3.9	16.7	0.3	-1.0	-6.3	2.8	10.6	-12.1	-2.1
COc1ccc(C(=O)/C=C(\C)Nc2ccc(NC(C)=O)cc2)cc1	7.2	0.1	-0.2	9.1	2.4	-0.4	-1.0	3.0	?	6.2	1.5
CC1(c2ccc(Cl)cc2Cl)NC(=O)N(CC(=O)Nc2cccnc2Cl)C1=O (centres undefined)	1.7	-5.0	-1.1	-6.5	0.7	-0.1	-6.0	3.0	4.2	0.9	-5.9

Assay outcomes deposited in PubChem BioAssay by several laboratories.
